# NOD2 RIPK2 PPI = blocks binding of human NOD2 to RIPK2; O43353; CHO BLA complementation NOD2-RIPK2, CCF4 ratio; inhibition, % at 4.98 µM; actives 0.38% (n = 360,000); AID 624267; in the data active = inhibition above about 21%;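 note: 0% = vehicle only and 100% = reference blocker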
# Target sequence (O43353 whole entry, looked up): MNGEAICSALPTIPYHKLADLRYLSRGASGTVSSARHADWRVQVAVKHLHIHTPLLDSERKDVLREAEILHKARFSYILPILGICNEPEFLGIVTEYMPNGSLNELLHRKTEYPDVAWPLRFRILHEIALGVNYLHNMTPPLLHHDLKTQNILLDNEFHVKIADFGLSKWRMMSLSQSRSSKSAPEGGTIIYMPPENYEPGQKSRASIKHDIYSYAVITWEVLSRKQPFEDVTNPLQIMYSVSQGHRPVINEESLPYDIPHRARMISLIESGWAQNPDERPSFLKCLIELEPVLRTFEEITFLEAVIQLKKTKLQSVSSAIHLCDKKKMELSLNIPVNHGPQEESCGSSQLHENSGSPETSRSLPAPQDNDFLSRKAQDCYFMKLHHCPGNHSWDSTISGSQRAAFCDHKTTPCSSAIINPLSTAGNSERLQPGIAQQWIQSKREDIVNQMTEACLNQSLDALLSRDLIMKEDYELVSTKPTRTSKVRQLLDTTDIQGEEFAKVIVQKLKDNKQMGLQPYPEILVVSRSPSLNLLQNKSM
# TLR9-MyD88 block = blocks human TLR9 binding to MyD88. CHO BLA complementation TLR9-MyD88, CCF4 FRET ratio. inhibition, % at 4.98 µM. Q9NR96+Q99836. actives 0.21% (n = 340,000);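 active = inhibition above the mean over all tested compounds plus 3 SD, cut at about 21% in these data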;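 note: 0% = DMSO only wells and 100% = clavulanate BLA inhibitor control wells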
# SRC3 inh = inhibits human SRC3 coactivator; Q9Y6Q9; HEK293 GAL4-SRC3 luciferase reporter, luminescence; inhibition, % at 3.6 µM; actives 0.17% (n = 360,000); AID 588352;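 active = inhibition above a per-campaign cutoff, the mean of all compounds plus 3 SD, cut at about 60% in these data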;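 note: 0% = DMSO-treated cells and 100% = gossypol-treated cells at 36 µM; higher means less SRC3-driven luciferase light from the GAL4 reporter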
# LRH-1 inv ag = NR5A2 inverse agonism in reporter assay; inhibition, % at 3.6 µM; actives 0.13% (n = 360,000); HEK293T StAR-luciferase reporter, LRH-1 transfected, 24 h;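 active = inhibition above the mean inhibition of all tested compounds plus 3 SD, cut at about 73% in these data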;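 note: 0% = DMSO wells and 100% = reporter-only cells lacking LRH-1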
# SRC1 inh = inhibitors of human steroid receptor coactivator 1 (SRC1); Q15788; HEK293 GAL4-SRC1 luciferase reporter, luminescence; inhibition, % at 3.6 µM; actives 0.12% (n = 360,000); AID 588354;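 active = inhibition above the campaign mean plus 3 SD, with each screening campaign given its own cutoff, cut at about 60% in these data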;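 note: 0% = DMSO treated cells and 100% = gossypol at 36 µM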
# SRC2 inh = inhibits human steroid receptor coactivator 2 | Q15596 | HEK293 GAL4-SRC2 luciferase reporter, luminescence | inhibition, % at 9 µM | actives 0.17% (n = 370,000) | AID 651957;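 active = inhibition above the mean inhibition of all tested compounds plus 3 SD, set per campaign, cut at about 52% in these data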;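 note: 0% = DMSO treated cells and 100% = cells given Gossypol at 36 µM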
# TROY signal inh = blocks TROY-dependent signaling in reporter cells; Q293 LMP1-TROYcd NF-kB luciferase reporter, 4 h; inhibition, % at 10 µM; actives 0.98% (n = 360,000); AID 1347056;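 active = compounds whose plate-normalised and pattern-corrected inhibition of the luciferase reporter signal at the single screening dose is 50% or more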
# COUP-TFII inh = inhibitors of human COUP-TFII (NR2F2) | HEK293T NGFI-A luciferase reporter, luminescence | inhibition, % at 8.6 µM | actives 0.7% (n = 370,000) | AID 686940;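 active = inhibition above a per-plate cutoff, mean inhibition of test wells between control levels plus 3 SD, cut at about 38% in these data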;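 note: cells cotransfected with COUP-TFII expression vector driving the NGFI-A reporter; 0% = median of COUP-TF2 test wells and 100% = reporter-only cells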
# Target sequence (P24468 whole entry, looked up): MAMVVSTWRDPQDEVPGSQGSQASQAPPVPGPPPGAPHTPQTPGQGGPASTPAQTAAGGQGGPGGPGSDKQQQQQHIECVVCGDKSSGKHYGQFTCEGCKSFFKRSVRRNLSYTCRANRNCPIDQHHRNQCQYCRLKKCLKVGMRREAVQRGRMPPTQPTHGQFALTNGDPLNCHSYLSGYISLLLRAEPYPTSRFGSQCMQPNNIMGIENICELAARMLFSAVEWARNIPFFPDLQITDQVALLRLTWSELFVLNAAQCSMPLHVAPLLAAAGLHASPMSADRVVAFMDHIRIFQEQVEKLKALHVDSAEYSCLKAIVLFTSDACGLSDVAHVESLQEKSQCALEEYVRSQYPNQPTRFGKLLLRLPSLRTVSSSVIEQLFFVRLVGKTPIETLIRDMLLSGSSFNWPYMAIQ
# C8 TRAIL sens = caspase-8 TRAIL sensitization; actives 1% (n = 360,000); AID 624354; NB7+C8 cells + TRAIL, ATPlite viability luminescence; inhibition (viability loss, TRAIL sensitization), % at 10 µM;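 active = compounds causing at least 50% loss of cell viability in the single-dose screen, relative to plate controls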
# Vif inh = inhibitors of HIV Vif. HEK293T cells, Vif self-association by quenched fluorescence, imaging, 24 h. inhibition, % at 7.49 µM. actives 0.35% (n = 340,000). AID 602346; in the data active = inhibition above about 50%, passing the limit was not always enough; note: some results filed as inactive read as strong as hits
# LMP1 NFkB inh = inhibitors of Epstein-Barr LMP1-induced NF-kappaB reporter. inhibition, % at 12.5 µM. AID 504558. LMP1-induced NF-kappaB luciferase reporter cells, luminescence. actives 0.69% (n = 350,000); in the data active = inhibition above about 41%;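 note: 0% = neutral control wells and 100% = reference inhibitor control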
# * = called active by the depositor; x = not tested or not shown.
1) O=C(N/N=C/C1CC=CCC1)c1cc2ccccc2cc1O (stereo unspecified)
2) O=C(CC(c1ccccc1)c1ccco1)N1CCOCC1 (stereo unspecified)
3) Cc1cc(C)n(CC(=O)Nc2ccccc2)n1
4) CCC(CO)N=CC1=C(O)CC(c2ccccc2)CC1=O (stereo unspecified)
5) CCSc1nnc([C@H](Cc2c[nH]c3ccccc23)NC(=O)OC(C)(C)C)o1
6) O=C1CCc2cc(S(=O)(=O)NCCCC(=O)N3CCN(Cc4ccc5c(c4)OCO5)CC3)ccc2N1
7) O=C(Nc1ccccc1)c1nc[nH]c1C(=O)NCCNC(=O)c1[nH]cnc1C(=O)Nc1ccccc1
8) O=C(c1ccc(Cl)cc1)c1cnc(Nc2ccccc2)s1
9) CC(C)(C)S(=O)(=O)c1ccccc1C(=O)O
10) O=C(COC(=O)C1COc2ccccc2O1)NC(=O)NC1CCCCC1 (stereo unspecified)

screen / no.	1	2	3	4	5	6	7	8	9	10
NOD2 RIPK2 PPI	6	-6	-1	-4	0	1	-9	-4	2	2
TLR9-MyD88 block	2	-1	-5	10	-6	2	8	10	-5	2
SRC3 inh	0	14	18	-36	24	9	21	-58	5	-45
LRH-1 inv ag	-13	25	-6	4	25	0	28	-20	-11	-15
SRC1 inh	-14	-58	-8	5	-5	-4	8	-38	-16	2
SRC2 inh	32	-4	9	-10	-38	0	2	-10	-3	0
TROY signal inh	-3	x	1	12	-6	7	9	-79	-2	-13
COUP-TFII inh	7	-7	-7	2	27	19	12	-2	5	-13
C8 TRAIL sens	-1	0	12	-1	5	-9	19	28	-27	-16
Vif inh	-7	1	-7	24	-3	-2	-1	4	4	18
LMP1 NFkB inh	0	4	4	8	1	0	13	-18	8	7

11) O=C(Nc1ccc(Nc2ccccc2)cc1)c1ccccc1F
12) COc1ccc(-c2noc(C3CCCN(S(=O)(=O)c4cccc(Cl)c4C)C3)n2)cc1OC (stereo unspecified)
13) COc1ccc(C)cc1S(=O)(=O)N(C)CC(N)=O
14) COc1ccccc1NC(=O)CSc1nc(N)c(C#N)cc1C#N
15) COc1ccc(S(=O)(=O)NCC2CCCN(Cc3cccnc3)C2)cc1 (stereo unspecified)
16) Cc1ccccc1SCC(=O)Nc1cccc(C#N)c1
17) CC(=O)Nc1ccc(OCC(=O)c2ccc(C)cc2C)cc1
18) CCOc1ccc(CCNC(=O)C2CCN(S(=O)(=O)c3ccc(C)cc3)CC2)cc1OCC
19) CCOC(=O)c1cnc2nc(C)[nH]n2c1=O
20) COC(=O)c1c(NC(=O)C2c3ccccc3Oc3ccccc32)sc(C)c1C

screen / no.	11	12	13	14	15	16	17	18	19	20
NOD2 RIPK2 PPI	-1	16	6	-2	-16	-1	-11	1	2	6
TLR9-MyD88 block	10	2	8	x	7	-7	-8	-6	-11	-5
SRC3 inh	-67	-7	-4	10	8	2	-22	-14	18	8
LRH-1 inv ag	-61	0	-18	2	-2	-8	2	-2	13	-3
SRC1 inh	-48	-7	-7	5	-24	-26	-27	-7	-11	4
SRC2 inh	-40	0	11	-6	-12	-14	31	-18	0	-8
TROY signal inh	-69	2	-7	6	31	-11	-3	16	2	5
COUP-TFII inh	-37	8	-4	8	-5	-2	5	11	13	-5
C8 TRAIL sens	5	-2	0	16	-8	-8	4	-10	5	5
Vif inh	-5	18	-13	7	-1	-7	x	16	-2	-1
LMP1 NFkB inh	-35	12	-1	-1	-8	-11	0	8	-11	-2

21) COc1cccc(CNC(=O)[C@@H]2CCCN2C(=O)[C@@H]2CCCN2C(=O)c2c(F)cccc2F)c1
22) N#Cc1ccc(CNc2cnccn2)cc1
23) CCC(=O)Nc1cccc(C2=NOC3(C2)C[C@@H](C(N)=O)N(C(=O)c2cc([N+](=O)[O-])cc([N+](=O)[O-])c2)C3)c1 (stereo partly specified)
24) Cc1cc(C)nc(N(C#N)CC(=O)N2CCC(C(N)=O)CC2)n1
25) COc1ccc(OC)c(/C=C2\SC(N3CCCC(C)C3)=NC2=O)c1 (stereo unspecified)
26) COCCn1c(C)cc(C(=O)COC(=O)/C=C/c2cccc(OC)c2)c1C
27) Cc1ccc(-c2nc3c(c(=O)c4ccccc4n3C)c(=O)n2-c2ccc(F)cc2)cc1
28) Cc1cc(=O)cc(C)n1-c1ccc(O)cc1
29) Cn1cccc1/C=N/n1c(-c2ccc(C(C)(C)C)cc2)n[nH]c1=S
30) CN1CCN(c2ccc([N+](=O)[O-])cc2NC(=O)c2ccco2)CC1

screen / no.	21	22	23	24	25	26	27	28	29	30
NOD2 RIPK2 PPI	-8	-4	0	3	-9	-4	-5	-9	0	-2
TLR9-MyD88 block	x	6	-3	-5	-13	-1	2	-10	3	-7
SRC3 inh	x	14	16	-6	7	-6	13	3	-19	-13
LRH-1 inv ag	17	-8	-11	3	-11	-8	-1	4	-10	-13
SRC1 inh	x	16	-12	2	-1	-31	-22	-7	4	-32
SRC2 inh	-11	-2	-1	-15	-46	4	-4	6	1	-10
TROY signal inh	-4	10	-7	0	-48	-2	-15	7	-39	-31
COUP-TFII inh	10	-20	7	-6	20	-8	3	-11	1	4
C8 TRAIL sens	-4	5	-7	-10	-1	-5	14	-3	54*	4
Vif inh	x	-8	7	1	-10	-5	4	-3	0	9
LMP1 NFkB inh	x	1	3	-5	1	2	-10	-4	-5	-7

# 2 compounds from above, showing only C8 TRAIL sens and COUP-TFII inh.
entry	canonical_smiles	C8 TRAIL sens	COUP-TFII inh
25	COc1ccc(OC)c(/C=C2\SC(N3CCCC(C)C3)=NC2=O)c1 (stereo unspecified)	-1	20
26	COCCn1c(C)cc(C(=O)COC(=O)/C=C/c2cccc(OC)c2)c1C	-5	-8

# Returning to the listing, starting 3 compounds before the break.
28) Cc1cc(=O)cc(C)n1-c1ccc(O)cc1
29) Cn1cccc1/C=N/n1c(-c2ccc(C(C)(C)C)cc2)n[nH]c1=S
30) CN1CCN(c2ccc([N+](=O)[O-])cc2NC(=O)c2ccco2)CC1
31) N#CC[C@H](c1ccccc1)N1CCN(Cc2ccccc2)CCC1=O
32) O=C(/C=C/Nc1ccc([N+](=O)[O-])cc1)c1ccc(Br)cc1
33) CC(=O)Nc1ccc(-c2nnc(SCc3ccc(C)cc3)n2C)cc1
34) CCCn1c(-c2nonc2N)nc2ccccc21
35) Cc1ccc2nc(NCCc3ccc(Cl)cc3)c3nncn3c2c1
36) COc1ccc(-c2nc3c(c(=O)[nH]c(=O)n3Cc3ccccc3)n2Cc2ccccc2)cc1
37) CC(=O)c1cccc(CN2CCCCC2C(=O)Nc2ccc(Oc3ccccc3)nc2)c1 (stereo unspecified)
38) CC1CCCC(C)N1C(=O)COC(=O)c1nn(C)c(=O)c2ccccc12 (stereo unspecified)
39) CCCCn1c(N)c(N(CC(C)C)C(=O)CCN2C(=O)C3CC=CCC3C2=O)c(=O)[nH]c1=O (stereo unspecified)
40) COc1ccc(Cc2noc(CN(C)C3CC(C)(C)NC(C)(C)C3)n2)cc1OC

screen / no.	28	29	30	31	32	33	34	35	36	37	38	39	40
NOD2 RIPK2 PPI	-9	0	-2	0	5	-1	5	-4	-8	-7	2	1	1
TLR9-MyD88 block	-10	3	-7	3	4	9	-1	7	2	-15	0	7	-7
SRC3 inh	3	-19	-13	-14	-14	25	31	3	13	-24	9	-1	23
LRH-1 inv ag	4	-10	-13	19	-13	-2	9	16	-17	-31	-3	1	-15
SRC1 inh	-7	4	-32	-11	0	-6	19	-3	8	-18	-6	7	12
SRC2 inh	6	1	-10	17	22	-4	24	18	-20	-5	-22	12	-21
TROY signal inh	7	-39	-31	-8	-36	-9	25	-1	20	-43	3	-1	-3
COUP-TFII inh	-11	1	4	-16	-3	6	25	6	-12	-20	-13	4	5
C8 TRAIL sens	-3	54*	4	0	7	-8	-15	8	-1	-13	13	1	-8
Vif inh	-3	0	9	-11	6	-2	0	5	0	x	8	5	6
LMP1 NFkB inh	-4	-5	-7	3	-25	4	9	5	7	-7	-27	5	8

# Sorted by value in SRC1 inh (highest first): some entries from above.
no. | mol | NOD2 RIPK2 PPI | TLR9-MyD88 block | SRC3 inh | LRH-1 inv ag | SRC1 inh | SRC2 inh | COUP-TFII inh | Vif inh | LMP1 NFkB inh
34 | CCCn1c(-c2nonc2N)nc2ccccc21 | 5 | -1 | 31 | 9 | 19 | 24 | 25 | 0 | 9
36 | COc1ccc(-c2nc3c(c(=O)[nH]c(=O)n3Cc3ccccc3)n2Cc2ccccc2)cc1 | -8 | 2 | 13 | -17 | 8 | -20 | -12 | 0 | 7
39 | CCCCn1c(N)c(N(CC(C)C)C(=O)CCN2C(=O)C3CC=CCC3C2=O)c(=O)[nH]c1=O (stereo unspecified) | 1 | 7 | -1 | 1 | 7 | 12 | 4 | 5 | 5
35 | Cc1ccc2nc(NCCc3ccc(Cl)cc3)c3nncn3c2c1 | -4 | 7 | 3 | 16 | -3 | 18 | 6 | 5 | 5
38 | CC1CCCC(C)N1C(=O)COC(=O)c1nn(C)c(=O)c2ccccc12 (stereo unspecified) | 2 | 0 | 9 | -3 | -6 | -22 | -13 | 8 | -27

# The list goes on.
41) O=C(CCl)NCCCCCCCCCNC(=O)CCl
42) CCC(=O)NC(=S)Nc1ccc2oc(-c3ccc(OC)cc3)nc2c1
43) O=C(c1ccccc1[N+](=O)[O-])N1CCc2ccccc2C1
44) CC(C)(C)NC(=O)COC(=O)c1cncc(Br)c1
45) Nc1ccc(C2=Nc3cccc4cccc(c34)N2)cc1
46) O=C(OCc1cc2ccccc2[nH]c1=O)c1cccc([N+](=O)[O-])c1
47) COc1cccc(SCc2noc(C(=O)NCc3ccccc3)c2C(=O)NCc2ccccc2)c1
48) Cc1ccc(NC(=O)C2(c3cccs3)CCOCC2)cc1C
49) CC(C)(CCc1ccccn1)C(=O)CCCc1ccccn1
50) Cc1nn(C)c(C(=O)Nc2ccc3c(c2)OCO3)c1[N+](=O)[O-]
51) CNC(=S)N1CCc2ccccc2C1
52) COc1cccc(CC(=O)Nc2ccc(S(=O)(=O)N3CCOCC3)cc2)c1
53) COc1ccc(OCCCC(=O)OCC(=O)N2CCN(S(=O)(=O)c3ccc(C)cc3C)CC2)cc1

screen / no.	41	42	43	44	45	46	47	48	49	50	51	52	53
NOD2 RIPK2 PPI	-9	9	-8	1	-3	-11	-6	-5	-11	-7	-2	1	-22
TLR9-MyD88 block	-5	-1	-6	1	-2	-3	-1	-2	-13	6	2	2	6
SRC3 inh	-9	-41	12	-4	-13	4	12	6	-13	-9	11	-7	8
LRH-1 inv ag	26	-13	-4	20	12	10	1	7	-19	7	-18	9	10
SRC1 inh	-32	-8	1	-25	-18	12	16	9	-17	-26	8	-2	-1
SRC2 inh	23	-19	-10	11	13	7	-24	-7	-4	-20	-8	-37	-2
TROY signal inh	-21	-2	11	-2	-8	1	-10	-1	-2	-27	-6	-13	-11
COUP-TFII inh	-9	10	-4	0	3	-3	-20	11	11	-4	3	-4	9
C8 TRAIL sens	-1	14	-3	-3	2	-6	-8	-2	-15	-5	-12	-12	-4
Vif inh	4	2	-1	22	-9	-17	1	-2	3	-8	-8	3	1
LMP1 NFkB inh	-61	-35	-8	1	3	5	4	-15	3	-11	-2	3	-3

# Screening results: PubChem, several laboratories

# A portion of the library. The share of hits here may be higher or lower than overall.
